NPSR antag: blocks cAMP signaling of the human neuropeptide S receptor | Potency, µM (series often up to 38.3 µM), for the others: at the top dose activity change, negative = inhibition, most hits filed as inhibitors | CHO-NPSR cells, cAMP TR-FRET, antagonist mode | Q6W5P4 | AID 1461 | 220,000 tested, 1% active; further: potency means the concentration at half of the fitted maximal effect; on the % scale 0 is the no-effect control and ±100 the full control effect; nearly all actives have a fitted effect of over 50% in size; many of its hits are not listed in these tables
Tau FP inhib: tau fibrillization inhibition (FP) | P10636 | K18 P301L tau heparin fibrillization, Alexa594 FP, 6 h | Potency, µM (top dose mostly 57.7 µM), inactives show at the top dose activity, negative = inhibition, hits mostly inhibitors | 280,000 tested, 0.39% active | AID 1468; further: potency means the concentration at half of the fitted maximal effect; on the % scale 0 is the no-effect control and ±100 the full control effect; nearly all actives have a fitted effect of over 55% in size
Target sequence (P10636 561-689 P618L limits assumed): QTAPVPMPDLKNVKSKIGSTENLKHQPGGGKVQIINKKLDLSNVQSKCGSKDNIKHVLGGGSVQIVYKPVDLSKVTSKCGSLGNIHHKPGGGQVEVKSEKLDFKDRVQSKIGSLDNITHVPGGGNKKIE
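Human K18 P301L fragment (15 uM unlabeled plus 0.24 uM Alexa 594-labeled) in 100 mM sodium acetate pH 7 with compound, aggregation induced by 20 uM heparin for 6 hr at 37 C. ThT (30 uM) added for 1 hr, then Alexa 594 FP read.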
TRb SRC2 PPI: TRbeta-SRC2 interaction inhibition. TRbeta-SRC2 peptide binding, fluorescence polarization; receptor liganded with 1 µM T3. Potency, µM (series often up to 106 µM), for inactives: top-dose activity change, negative = inhibition, most hits filed as inhibitors. 280,000 tested, 0.065% active;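 further: potency means the concentration at half of the fitted maximal effect; plate controls were bound peptide for no effect and peptide without receptor for full effect; nearly all actives have a fitted effect of over 50% in size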
Target sequence (P10828 whole entry, looked up): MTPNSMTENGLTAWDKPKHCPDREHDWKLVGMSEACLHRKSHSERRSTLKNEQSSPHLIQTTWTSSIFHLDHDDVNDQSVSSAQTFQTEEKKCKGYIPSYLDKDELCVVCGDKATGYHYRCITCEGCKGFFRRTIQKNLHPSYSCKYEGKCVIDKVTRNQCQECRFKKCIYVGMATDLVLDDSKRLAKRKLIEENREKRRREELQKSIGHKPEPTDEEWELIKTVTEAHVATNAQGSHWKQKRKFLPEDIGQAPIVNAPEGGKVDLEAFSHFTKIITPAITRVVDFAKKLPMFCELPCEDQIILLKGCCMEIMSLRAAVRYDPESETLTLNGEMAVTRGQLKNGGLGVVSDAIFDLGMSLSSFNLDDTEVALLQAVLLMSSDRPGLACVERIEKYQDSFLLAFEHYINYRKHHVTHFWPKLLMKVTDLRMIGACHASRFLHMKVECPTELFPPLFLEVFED
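TRb LBD 0.6 uM + Texas Red SRC2 peptide 20 nM, 1 uM T3, Tris buffer w/ 5% DMSO; compound pinned, 5 h RT; FP read ex 555/em 632; normalized to unbound and bound controls.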
GLA spleen mod: alpha-galactosidase A (human) modulation; P06280; human spleen homogenate, 4MU-alpha-Gal fluorescence, 40 min; Potency, µM (titrated, usually from 80 µM), for inactives: at the top dose activity change, negative = inhibition, actives largely listed as inhibitors; 240,000 tested, 0.008% active;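 further: potency means the concentration at half of the fitted maximal effect; 0% = enzyme with vehicle and -100% = no enzyme basal signal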
Target sequence (P06280 32-429 limits assumed): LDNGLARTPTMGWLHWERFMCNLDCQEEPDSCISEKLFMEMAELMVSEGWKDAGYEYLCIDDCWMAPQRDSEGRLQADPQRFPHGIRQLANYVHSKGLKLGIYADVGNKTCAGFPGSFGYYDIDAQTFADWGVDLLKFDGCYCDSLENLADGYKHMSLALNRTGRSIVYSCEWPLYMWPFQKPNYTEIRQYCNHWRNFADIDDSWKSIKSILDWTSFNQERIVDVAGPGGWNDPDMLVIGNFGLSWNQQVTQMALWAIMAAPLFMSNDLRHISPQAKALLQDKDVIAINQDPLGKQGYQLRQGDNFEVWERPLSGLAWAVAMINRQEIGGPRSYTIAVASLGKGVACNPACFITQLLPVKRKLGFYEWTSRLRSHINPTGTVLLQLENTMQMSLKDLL
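Human spleen homogenate (1 ug) was the enzyme source, with 4-methylumbelliferyl-alpha-D-galactopyranoside (1 mM final) in pH 5.0 citrate buffer with 0.01% Tween-20. Compounds were titrated; after 40 min at 37C, NaOH/glycine stop, 4-MU fluorescence read; AC50 from Hill fits.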
Tau fluor cs: counter-screen for tau fibril formation inhibitors. tau K18 P301L (four-repeat tau fragment) Alexa594 fluorescence, heparin fibrillization. Potency, µM (top dose mostly 57.7 µM), inactives show top-dose activity change, negative = decrease. 280,000 tested, 0.93% active; further: potency means the concentration at half of the fitted maximal effect; on the % scale 0 is the no-effect control and ±100 the full control effect; nearly all actives have a fitted effect of over 55% in size
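Human K18 P301L tau (15 uM unlabeled plus 0.24 uM Alexa 594-labeled, final) in 100 mM sodium acetate pH 7 was mixed with compound and 20 uM heparin and incubated 6 hr at 37 C.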
Epigenetic derep: epigenetic control regulation, reporter derepression | murine LDR cells, GFP reporter derepression, 30 h | Potency, µM (highest dose often 53.9 µM), inactives show top-dose GFP activation, most hits filed as activators | 280,000 tested, 0.2% active | AID 1865; further: potency means the concentration at half of the fitted maximal effect; % of control where 0% means no effect; nearly all actives have a fitted effect of over 60% in size
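Murine LDR cells carrying a silenced, genomically integrated CMV-driven GFP reporter were exposed to compound for 30 hours at 37 C. After PBS washes, GFP-positive cells (20–120 um objects) were counted by laser-scanning microplate cytometry.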
TR SRC2 fluor cs: counter-screen for TRb-SRC2 inhibitors: fluorescence interference | TRb/SRC2 Texas Red total fluorescence interference | Potency, µM (top dose mostly 106 µM), inactives show top-dose fluorescence change, negative = quenching | 280,000 tested, 0.29% active | AID 1479; active means well fitted curve in either direction with a large enough effect; inconclusive means small, poorly fitted or top-dose-only effect; further: potency means the concentration at half of the fitted maximal effect; on the % scale 0 is the no-effect control and ±100 the full control effect
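Flags fluorescent or light-absorbing compounds by total fluorescence, S + 2P, at 555 nm excitation and 632 nm emission. Mixture: 20 nM Texas Red SRC2 peptide, 0.6 uM human TRb LBD, 1 uM T3, 5% DMSO; compound exposure 5 h at ambient temperature.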
CBFb-RUNX1 inh: CBF-beta/RUNX1 interaction disruption; Q01196+Q13951; 230,000 tested, under 10 active; Potency, µM (highest dose often 59.8 µM), for inactives: top-dose activity, negative = inhibition, most hits filed as inhibitors; AlphaScreen CBFb-His/RUNX1-biotin binding, biochemical; further: % of control where 0% means no effect
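Inhibition was taken as any reduction in AlphaScreen signal from the CBF-beta–RUNX1 pair (His and biotin tags, 30 nM each), measured after compound (15 min) and bead (90 min) incubations at room temperature.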
* hit, by the source's call; & = joins results of further samples; [ ] = remark or other dose. Unless noted, the call rests on the fitted dose curve; in most records, active means well fitted curve in the direction sought with a large enough effect; inconclusive means small, poorly fitted or top-dose-only effect, or another doubt; inactive means no such curve, though single readings can be large; an effect the other way counts as inactive or inconclusive. These rows are one share of the data; count on the stated rates, not on these rows.

For COc1ccc(CCNC(=O)CCn2c(SCC(=O)N3CCCC3)nc3ccccc3c2=O)cc1OC the results were NPSR antag -1%, Tau FP inhib -8%, TRb SRC2 PPI -6%, GLA spleen mod -5%, Tau fluor cs -2%, Epigenetic derep -2.1%, TR SRC2 fluor cs 0% and CBFb-RUNX1 inh 13%.
`Brc1ccc2c(c1)C(c1ccc(N3CCOCC3)cc1)=NNC(c1cccs1)=N2` gave NPSR antag inconclusive, Tau FP inhib 17%, TRb SRC2 PPI -1%, GLA spleen mod 0%, Tau fluor cs inconclusive, Epigenetic derep 0.1%, TR SRC2 fluor cs -2% and CBFb-RUNX1 inh inconclusive.
Screening COc1ccc(-c2nc(CSCC(=O)N3CCc4ccccc43)c(C)o2)cc1OC returned NPSR antag -27%[46.1 µM], Tau FP inhib 1%, TRb SRC2 PPI -3%, GLA spleen mod -1%, Tau fluor cs -9%, Epigenetic derep -1.5%, TR SRC2 fluor cs -3% and CBFb-RUNX1 inh 1%.
NC1=NC[C@H](Cc2ccc(O)cc2)N1CC1CCCCC1 was read as NPSR antag 3%, Tau FP inhib -1%, TRb SRC2 PPI -2%, GLA spleen mod -5%, Tau fluor cs 10%, Epigenetic derep -1.5%, TR SRC2 fluor cs 1% and CBFb-RUNX1 inh 15%.
Cc1ccc(C)c(NC(=O)COC(=O)CCCN=C2NS(=O)(=O)c3ccccc32)c1 was read as NPSR antag 16%, Tau FP inhib 2%, TRb SRC2 PPI 0%[53 µM], GLA spleen mod -1%, Tau fluor cs 4%, Epigenetic derep -1.3%, TR SRC2 fluor cs -2%[53 µM] and CBFb-RUNX1 inh 9%.
Screening COc1ccc(CNC(=O)C(C)N=C2NS(=O)(=O)c3ccccc32)cc1OC (stereo not given) returned NPSR antag 1%[46.1 µM], Tau FP inhib 3%, TRb SRC2 PPI 1%, GLA spleen mod 2%, Tau fluor cs -1%, Epigenetic derep 0.0%, TR SRC2 fluor cs -2% and CBFb-RUNX1 inh -1%.
Screening Cc1ccc(C(C)C)c(OCCN)c1 returned NPSR antag -15%[46.1 µM], Tau FP inhib 1%, TRb SRC2 PPI -1%, GLA spleen mod 3%, Tau fluor cs 2%, Epigenetic derep -3.0%, TR SRC2 fluor cs 3% and CBFb-RUNX1 inh 3%.
`COc1cc(OC)cc(C(=O)NNC(=S)NC2CC2)c1` gave NPSR antag -12%, Tau FP inhib -2%, TRb SRC2 PPI 0%, GLA spleen mod -2%, Tau fluor cs -3%, Epigenetic derep -1.7%, TR SRC2 fluor cs -4% and CBFb-RUNX1 inh 6%.
`CCN(CC)CCNc1nc2cc(OC)c(OC)cc2c2nc(-c3ccccc3)nn12` gave NPSR antag -1%[46.1 µM], Tau FP inhib 9%, TRb SRC2 PPI -5%, GLA spleen mod 3%, Tau fluor cs -10%, Epigenetic derep 0.0%, TR SRC2 fluor cs -5% and CBFb-RUNX1 inh -4%.
For Cc1cccc(C)c1Nc1c(-c2ccccc2F)nc2cccc(C)n12 the results were Tau FP inhib -3%, TRb SRC2 PPI -3%, Tau fluor cs inconclusive, Epigenetic derep -0.1% and TR SRC2 fluor cs 1%.
For CCOC(=O)c1ccc(NC(=O)CCNS(=O)(=O)c2ccc3c(c2)oc(=O)n3C)cc1 the results were NPSR antag -5%[46.1 µM], Tau FP inhib -8%, TRb SRC2 PPI -12%, GLA spleen mod 5%, Tau fluor cs -4%, Epigenetic derep 0.0%, TR SRC2 fluor cs 0% and CBFb-RUNX1 inh 12%.
Screening O=[N+]([O-])c1cc(-c2nc(-c3ccccc3)no2)ccc1NCc1ccco1 returned Tau FP inhib 9%, TRb SRC2 PPI -7%, Tau fluor cs -6%, Epigenetic derep -3.9% and TR SRC2 fluor cs -2%.
For O=C(Cn1cc(/C=N/NC(=O)c2cccc(C(F)(F)F)c2)c2ccccc21)Nc1ccc(F)cc1 the results were NPSR antag inconclusive, Tau FP inhib inconclusive, TRb SRC2 PPI -2%, GLA spleen mod 7%, Tau fluor cs 8.9µM*[quencher], Epigenetic derep 2.3%, TR SRC2 fluor cs 0% and CBFb-RUNX1 inh 2%.
`ClCC1CN(Cc2ccccc2Cl)CCO1` (stereo not given) gave NPSR antag 17%, Tau FP inhib 4%, TRb SRC2 PPI 2%, GLA spleen mod -4%, Tau fluor cs -2%, Epigenetic derep -1.3%, TR SRC2 fluor cs 2% and CBFb-RUNX1 inh 6%.
`CCOc1cc2[nH]c(=O)n(CCc3ccc(OC)c(OC)c3)c(=O)c2cc1OCC` gave NPSR antag -5%[46.1 µM], Tau FP inhib 7%, TRb SRC2 PPI -6%, GLA spleen mod 8%, Tau fluor cs -8%, Epigenetic derep -1.1%, TR SRC2 fluor cs -2% and CBFb-RUNX1 inh 2%.
O=C(NCCSc1ccccc1)c1cccnc1 was read as NPSR antag 4%[46.1 µM], Tau FP inhib -7%, TRb SRC2 PPI 1%, GLA spleen mod -5%, Tau fluor cs 3%, Epigenetic derep -1.2%, TR SRC2 fluor cs -4% and CBFb-RUNX1 inh -5%.
O=C(c1cccc(Cl)c1)c1nn(-c2ccccc2)c(=O)cc1C(F)(F)F was read as NPSR antag -25%[46.1 µM], Tau FP inhib -6%, TRb SRC2 PPI -14%, GLA spleen mod 0%, Tau fluor cs -24%, Epigenetic derep 1.9%, TR SRC2 fluor cs -10% and CBFb-RUNX1 inh -10%.
Screening COC(=O)c1ccc(C(=O)OC)c(NC(=O)CN(c2ccccc2)S(=O)(=O)N(C)C)c1 returned NPSR antag 43%, Tau FP inhib -4%&4%, TRb SRC2 PPI -4%&0%, GLA spleen mod -2%, Tau fluor cs -30%&-20%, Epigenetic derep -3.5%&0.0%, TR SRC2 fluor cs inconclusive and CBFb-RUNX1 inh 5%.
For COc1ccc(Nc2ncnc3scc(-c4ccc(OC)cc4)c23)cc1 the results were NPSR antag -13%, Tau FP inhib 1%, TRb SRC2 PPI 4%, GLA spleen mod 9%, Tau fluor cs -2%, Epigenetic derep 1.0%, TR SRC2 fluor cs 6% and CBFb-RUNX1 inh 6%.
COC(=O)c1cn(NC(=O)CC2CCCCC2)c(=O)c2ccccc12 was read as NPSR antag -10%[46.1 µM], Tau FP inhib 0%, TRb SRC2 PPI -24%, GLA spleen mod 17%, Tau fluor cs -1%, Epigenetic derep 0.0%, TR SRC2 fluor cs -1% and CBFb-RUNX1 inh -3%.
`CCC(C(=O)N1CCN(c2ccccc2)CC1)n1nc(C)c2sc3ccccc3c2c1=O` (stereo not given) gave Tau FP inhib -1%, TRb SRC2 PPI -6%, Tau fluor cs -13%, Epigenetic derep -5.1% and TR SRC2 fluor cs 0%.
`COc1ccc(CCNC(=O)CCn2c(SCC#N)nc3ccccc3c2=O)cc1OC` gave NPSR antag inconclusive, Tau FP inhib -16%, TRb SRC2 PPI 4%, GLA spleen mod -16%, Tau fluor cs -18%, Epigenetic derep -0.9%, TR SRC2 fluor cs 1% and CBFb-RUNX1 inh -4%.
NC(=O)CSc1nnc(-c2cnccn2)n1Cc1ccco1 was read as NPSR antag 14%, Tau FP inhib 1%, TRb SRC2 PPI 3%, GLA spleen mod 2%, Tau fluor cs -14%, Epigenetic derep -0.2%, TR SRC2 fluor cs 1% and CBFb-RUNX1 inh 2%.
For O=C(CSc1nc(Nc2ccccc2)nc(N2CCOCC2)n1)Nc1ccc([N+](=O)[O-])cc1 the results were NPSR antag inconclusive, Tau FP inhib inconclusive, TRb SRC2 PPI 5%, GLA spleen mod 7%, Tau fluor cs 13µM*[quencher], Epigenetic derep -1.0%, TR SRC2 fluor cs 1% and CBFb-RUNX1 inh 1%.

The last 2 compounds of the part before come first, to join the parts:
NC(=O)CSc1nnc(-c2cnccn2)n1Cc1ccco1 was read as NPSR antag 14%, Tau FP inhib 1%, TRb SRC2 PPI 3%, GLA spleen mod 2%, Tau fluor cs -14%, Epigenetic derep -0.2%, TR SRC2 fluor cs 1% and CBFb-RUNX1 inh 2%.
For O=C(CSc1nc(Nc2ccccc2)nc(N2CCOCC2)n1)Nc1ccc([N+](=O)[O-])cc1 the results were NPSR antag inconclusive, Tau FP inhib inconclusive, TRb SRC2 PPI 5%, GLA spleen mod 7%, Tau fluor cs 13µM*[quencher], Epigenetic derep -1.0%, TR SRC2 fluor cs 1% and CBFb-RUNX1 inh 1%.
For COc1ccc(Cl)cc1N(C(C)C(=O)O)S(C)(=O)=O (stereo not given) the results were NPSR antag 14%, Tau FP inhib -4%, TRb SRC2 PPI -8%, GLA spleen mod 10%, Tau fluor cs -6%, Epigenetic derep -0.1%, TR SRC2 fluor cs 0% and CBFb-RUNX1 inh 7%.
Screening CCOc1ccc(S(=O)(=O)NCc2ccccc2OC)cc1 returned NPSR antag 8%, Tau FP inhib 1%, TRb SRC2 PPI 5%, GLA spleen mod 5%, Tau fluor cs -8%, Epigenetic derep -0.6%, TR SRC2 fluor cs -1% and CBFb-RUNX1 inh 4%.
For COc1ccc(/C(C)=N\Nc2nc(-c3ccc(Cl)cc3)cc(C(F)(F)F)n2)cc1OC the results were NPSR antag -10%, Tau FP inhib -5%, TRb SRC2 PPI 4%, GLA spleen mod -13%, Tau fluor cs inconclusive, Epigenetic derep -1.6%, TR SRC2 fluor cs -3% and CBFb-RUNX1 inh 16%.
Screening CCOc1ccc(C(F)(F)F)cc1NC(=O)c1ccc(OC)c([N+](=O)[O-])c1 returned NPSR antag -20%[46.1 µM], Tau FP inhib -15%, TRb SRC2 PPI 1%, GLA spleen mod 2%, Tau fluor cs -17%, Epigenetic derep 0.5%, TR SRC2 fluor cs 0% and CBFb-RUNX1 inh 5%.
Screening CCOc1ccc(CN2CCNC(=O)C2CC(=O)NCCCn2ccnc2)cc1 (stereo not given) returned NPSR antag -20%, Tau FP inhib -9%, TRb SRC2 PPI -4%, GLA spleen mod 5%, Tau fluor cs 0%, Epigenetic derep -1.2%, TR SRC2 fluor cs -1% and CBFb-RUNX1 inh 7%.
